p53ts 39C kill: qHTS Screen for Compounds that Selectively Target Cancer Cells with p53 Mutations: Cytotoxicity of p53ts Cells at the Nonpermissive Temperature. 130,000 tested, 1.5% active. H1299-p53A138V viability at 39C, ATP luminescence, 24 h. Potency, µM (titrated, usually from 46.1 µM), for inactives: at the highest dose activity change, negative = cell killing, most hits filed as cytotoxic; active means well fitted cell-killing curve with a large enough effect; inconclusive means small, poorly fitted or top-dose-only effect; inactive means no such curve, though single readings can be large or run the other way; further: nearly all actives have a fitted effect of over 55% in size
Starred values were filed as active, the others as inactive; ? = inconclusive; [ ] = another dose, or the depositor's remark. On the % scale 0 is the no-effect control and ±100 the full control effect; potency means the concentration at half of the fitted maximal effect. Only part of the results is shown (hit frequency here may not be typical).

SMILES	p53ts 39C kill
COc1ccc(C(=O)/C=C/Nc2ccc(S(=O)(=O)Nc3cccc(C(C)=O)c3)cc2)cc1	-23%
O=c1c2ccccc2nc(SCc2ccc([N+](=O)[O-])cc2)n1-c1ccc(Cl)cc1	?
COc1ccc(N=c2cc(-c3ccc(OC)cc3)oc3ccccc23)cc1	-10%
Cc1ccc(S(=O)(=O)/N=C(/c2ccc(F)cc2)N2CCCCC2)cc1	-4%
CCc1cc2c(=O)c(-c3cnn(-c4ccccc4)c3)c(C(F)(F)F)oc2c(CN(C)C)c1O	-14%
C=CCN(CC=C)C(=S)NCCc1ccc(OC)c(OC)c1	12%
COc1ccccc1NC(=S)Nc1ccccn1	4%
O=C1CC(c2ccc(F)cc2)c2cc3c(cc2N1)CCC3 (stereo not drawn)	-4%
CC(C)OP(=O)(OC(C)C)C(Nc1ccccc1)c1cccc2c1OCO2 (stereo not drawn)	-21%
Cc1cc(NC(=O)c2cc([N+](=O)[O-])cc([N+](=O)[O-])c2)n(-c2ccccc2)n1	11%
COc1ccc(/C=N/NC(=O)CNC(=O)c2cccs2)cc1	2%
COc1ccc(/C=C/C(=O)NC(=S)NNC(=O)c2c(-c3ccccc3)noc2C)cc1	1%
C(=N/Nc1nc(-c2ccccc2)cc(-c2ccccc2)n1)/c1cccnc1	-16%
COc1ccc(Nc2ccc(S(=O)(=O)N3CCCCCC3)cc2[N+](=O)[O-])cc1	9%
CCOc1nc(NC(=O)NC(=O)c2ccccc2)nc(-c2ccccc2)n1	-10%
COc1ccc(C(NC=O)c2cc(OC)c(OC)cc2Br)cc1OC (stereo not drawn)	-17%
CCOC(=O)CSc1nnc(NC(=O)c2cccc([N+](=O)[O-])c2)s1	7%
COc1ccccc1OCCC(=O)OCC(=O)NC(C)c1ccccc1 (stereo not drawn)	5%
CC1(c2ccccc2)NC(=O)N(Cc2ccc([N+](=O)[O-])cc2)C1=O (stereo not drawn)	6%
Cc1cccc2nc(CSC(=N)N)c(Br)n12	-6%
O=C(O)CC12C[C@H]3C[C@@H](C1)CC(n1ncc(N4CCN(c5ccccc5)CC4)c(Cl)c1=O)(C3)C2	-1%
N#Cc1ccc(COC(=O)c2ccc(N3CCCC3)c([N+](=O)[O-])c2)cc1	10%
O=C(N/N=C1\CCCc2c1[nH]c1ccc([N+](=O)[O-])cc21)c1ccncc1	-17%
COc1ccc(C(=O)OCC(=O)NC(=O)CCSc2ccccc2)cc1	3%
COc1cc(CNC(C)(C)C)cc(Br)c1OCc1cccs1	-11%

Reformatted with bars between the fields: 7 of the compounds above
SMILES | p53ts 39C kill
Cc1cc(NC(=O)c2cc([N+](=O)[O-])cc([N+](=O)[O-])c2)n(-c2ccccc2)n1 | 11%
Cc1ccc(S(=O)(=O)/N=C(/c2ccc(F)cc2)N2CCCCC2)cc1 | -4%
COc1ccc(C(=O)OCC(=O)NC(=O)CCSc2ccccc2)cc1 | 3%
O=C1CC(c2ccc(F)cc2)c2cc3c(cc2N1)CCC3 (stereo not drawn) | -4%
COc1ccc(Nc2ccc(S(=O)(=O)N3CCCCCC3)cc2[N+](=O)[O-])cc1 | 9%
CC1(c2ccccc2)NC(=O)N(Cc2ccc([N+](=O)[O-])cc2)C1=O (stereo not drawn) | 6%
CC(C)OP(=O)(OC(C)C)C(Nc1ccccc1)c1cccc2c1OCO2 (stereo not drawn) | -21%

(cont.)
SMILES	p53ts 39C kill
Cc1cccc(NC(=O)CSc2nc3nc4c(cc3c(=O)n2-c2ccccc2)CCCC4)c1	26%
CCN(C(=O)CN(C)Cc1cccc(Cl)c1Cl)c1c(N)n(Cc2ccccc2)c(=O)[nH]c1=O	12%
CCCc1nc2ccccc2c(C(=O)OCC(=O)N2CCc3ccccc32)c1CC	-3%
O=C(Nc1cn(-c2ccccc2)nc1-c1ccc(F)cc1)c1ccccc1	3%
Cc1ccc(NC(=O)Nc2ccccc2)c(Br)c1	-2%
Cc1c(Cc2ccccc2)sc(NC(=O)/C=C/c2cccc3ccccc23)c1C(N)=O	-10%
CC(C)NC(=S)NCc1cccnc1	-7%
Nc1nnc(CC(=O)N/N=C\c2cc([N+](=O)[O-])ccc2O)s1	8%
CCN1CCN(C(=S)NCc2ccc(C)cc2)CC1	7%
COc1ccc(Cc2nc3c4c(ncn3n2)Oc2c(ccc3ccccc23)C4c2ccc(OC)c(OC)c2)cc1 (stereo not drawn)	24%
NC(=O)C1CCCN(C(=S)Nc2cccc3ccccc23)C1 (stereo not drawn)	-6%
CCc1ccc(Nc2nnc(SC3CCOC3=O)s2)cc1 (stereo not drawn)	-10%
Cc1ccc2oc(=O)c(/C=C(\O)c3sc(C)nc3C)nc2c1	-8%
CCOC(=O)c1c(NC(NC(C)=O)C(Cl)(Cl)Cl)sc2c1CCCC2 (stereo not drawn)	14%
Cc1cccc(OCc2ccc(C(=O)Nc3ccc(F)cc3)cc2)c1	11%
COc1cccc(/C=N/NC(=O)c2ccc(=O)n(C)c2)c1OC	8%
O=[N+]([O-])c1ccc(N2CCN(S(=O)(=O)c3ccccc3)CC2)cc1NCc1ccco1	1%
O=C(CCCC(=O)OCC(Cl)=C(Cl)Cl)Nc1ccccc1	-1%
COc1ccc(N(CC(=O)N/N=C/c2ccc(-c3ccc([N+](=O)[O-])cc3)o2)S(=O)(=O)c2ccc(C)cc2)cc1	-3%
N#C/C(=C\C=C\c1ccccc1)c1nc(-c2ccc3c(c2)OCO3)cs1	-3%
COc1ccccc1C1/C(=C(/O)c2ccc(C)cc2)C(=O)C(=O)N1Cc1ccco1 (stereo not drawn)	22%
COc1ccc(C(=O)Nc2ccc(Oc3nc(C)nc4sc(-c5ccccc5)cc34)cc2)cc1OC	23%
CC(c1ccccc1)N(CCC(c1ccccc1)C1CCOC(C)(C)C1)C(=O)c1ccco1 (stereo not drawn)	7%
Cc1cc(=O)oc2cc(OCCCN3C(=O)c4ccccc4C3=O)ccc12	-6%
CCOC(=O)C1=NN(c2ccc([N+](=O)[O-])cc2)CC1C(=O)OC (stereo not drawn)	8%
SMILES	p53ts 39C kill
O=C(/C=C/c1ccccc1[N+](=O)[O-])Nc1cccnc1	-11%
Cc1cc(=O)n2[nH]cnc2n1	4%
Cc1ccccc1-n1c(SCc2csc(Nc3ccccc3)n2)nnc1-c1cccnc1	0%
Cc1sc2nc(CN3CCCCC3)nc(Cl)c2c1C	-17%
COC(=O)c1ccc(OC(=O)CCN2C(=O)C3C4c5ccccc5C(c5ccccc54)C3C2=O)cc1 (stereo not drawn)	-10%
CCOc1cc(C(=O)OCC(=O)Nc2cccc(C)c2)ccc1OCC(=O)N1CCOCC1	1%
FC(F)(F)c1cccc(NC(=S)NC(c2ccccc2)c2ccccc2)c1	8%
Cc1ccc(NC(=S)NC(=O)/C=C/c2ccc(Cl)cc2)cc1	1%
Nc1c(-c2ccccc2)c(CN2CCOCC2)nn1-c1ccc(F)cc1	-6%
CCCN(CCC)C(=O)C[n+]1cccc(/C=N/O)c1	9%
COc1ccc(Nc2sc(C(=O)Nc3cccc(Cl)c3)c(N)c2C(=O)Nc2ccccc2OC)cc1	-8%
CCOC(=O)CSc1nnc(NC(=O)c2cccc([N+](=O)[O-])c2C)s1	2%
O=C(c1cccs1)N1CCN(Cc2cccc([N+](=O)[O-])c2)CC1	-4%
Cc1ccc(S(=O)(=O)NNC(=O)c2sc(=S)n(C)c2C)cc1	1%
Cc1c(C(=O)N2c3ccccc3Sc3ccccc32)cccc1[N+](=O)[O-]	2%
CCN(CC)C(=O)CN(C#N)c1nc(C)cc(C)n1	28%
CCOc1ccccc1-c1c2cc(O)c(=O)cc-2oc2cc(O)c(O)cc12	-14%
CN1C(=O)/C(=C/c2ccc(-c3ccccc3[N+](=O)[O-])o2)SC1=Nc1ccc(Cl)c(C(=O)O)c1	17%
COC(=O)N/N=C/c1cc([N+](=O)[O-])cc(Br)c1O	18%
CCN(CC)S(=O)(=O)c1ccc(OC)c(NC(=O)COc2ccc3c(C)cc(=O)oc3c2)c1	11%
Cc1cccc(NC(=O)/C=C/c2ccc([N+](=O)[O-])s2)c1	48%[activator]
Cc1cc(C)c(S(=O)(=O)Nc2ccccc2-c2ccccc2)c(C)c1	-4%
O=C(CNC(=O)/C(=C/c1ccccc1)NC(=O)c1ccc(Br)cc1)OCc1ccccc1	10%
CC1=CN2C(=N)/C(=C/c3ccc([N+](=O)[O-])o3)C(=O)N=C2S1	-15%
O=C(Cc1c[nH]c2ccccc12)N/N=C/c1cccc(F)c1	11%
SMILES	p53ts 39C kill
CCN(CC)c1ccc(/C=N\NC(N)=O)cc1	-17%
COc1ccc(C(=O)OCC(=O)Nc2ccc(Cl)c(C(F)(F)F)c2)c(OC)c1OC	-18%
O=[N+]([O-])c1ccccc1/C=N/NC1=NCCCCC1	13%
O=C(Nc1ccc(OC(F)F)c(Cl)c1)C(c1ccccc1)c1ccccc1	?
C=CCNC(=S)NNC(=O)c1cccc(Br)c1	10%
COc1ccc2c(CSc3nnc(-c4cccnc4)n3-c3ccccc3F)cc(=O)oc2c1	13%
Nc1ccc(C(=O)OCC(=O)Nc2ccc([N+](=O)[O-])cc2C(F)(F)F)cc1	4%
Cc1ccc(S(=O)(=O)NC(C(=O)Oc2ccc3c(C(F)(F)F)cc(=O)oc3c2)c2ccccc2)cc1 (stereo not drawn)	5%
NNC(=O)c1ccc(COc2ccc3c(c2)CCC3)cc1	-7%
CCCN1C(=O)/C(=N\OCC(=O)NC23CC4CC(CC(C4)C2)C3)c2ccccc21	-9%
O=C1/C(=C\c2cccnc2)CN(Cc2ccccc2)C/C1=C\c1cccnc1	?
Cc1cc(C)nc(SCc2cc(=O)c(OC(=O)c3ccc(Br)o3)co2)n1	17%
CC(/C=C/c1ccc(N(C)C)cc1)=N\N=C(/N)SC1CC(=O)N(c2ccc(C(=O)O)cc2)C1=O (stereo not drawn)	7%
Cc1ccc(/C=C2\SC(=S)N(CCCC(=O)Nc3nccs3)C2=O)cc1	0%
CCOC(=O)c1sc(=S)n(C)c1NC(=O)c1ccccc1C	-11%
COc1ccc(OC)c(C2C3=C(CC(C)(C)CC3=O)Nc3nnnn32)c1 (stereo not drawn)	-1%
CCOC(=O)c1c(N2C(=O)C3C4C=CC(C4)C3C2=O)sc2c1CCC(C)C2 (stereo not drawn)	-4%
COC(=O)Cc1csc(Nc2ccccc2Cl)n1	1%
COc1cc(NC(=S)N2CCN(C/C=C/c3ccccc3)CC2)cc(OC)c1	-14%
CCC(=O)NC(=S)Nc1ccc(NC(=O)COc2ccccc2)cc1	6%
CCOCCCn1c(SCC(=O)/C(C#N)=C(\C)N)nc2ccccc2c1=O	-5%
CCC(=O)N1N=C(c2ccc(C)o2)CC1c1ccc(Br)cc1 (stereo not drawn)	-3%
CC(=O)N/C(=C\c1ccc(F)cc1)C(=O)NC(Cc1c[nH]c2ccccc12)C(=O)O (stereo not drawn)	-3%
COc1ccccc1NC(CC(=O)c1ccccc1)C(=O)OCC(=O)c1ccc(C)cc1 (stereo not drawn)	?
Cc1ccnc(SCc2cc(=O)c(OC(=O)c3ccco3)co2)n1	1%
SMILES	p53ts 39C kill
O=C(N/C(=C\c1cn(-c2ccccc2)nc1-c1ccccc1)C(=O)N1CCOCC1)c1ccccc1	-4%
COCCn1c(SCC(=O)c2c(-c3ccccc3)n(C)c3ccccc23)nnc1-c1ccncc1	-4%
COCCNC(=S)N1CCOCC1	19%
C/C(CC(=O)NCc1ccco1)=N\NC(=O)Cc1ccc(-c2ccccc2)cc1	3%
COc1ccc(NC(=O)Nc2cccc([N+](=O)[O-])c2)cc1Cl	-8%
COc1ccc(CN2C(=O)NC3(CCOc4ccccc43)C2=O)cc1F (stereo not drawn)	-1%
COc1ccccc1N1CCN(C(=O)CSc2ncnc3scc(-c4ccccc4)c23)CC1	0%
O=C(NC(Cc1ccccc1)C(=O)O)C1CCCCC1 (stereo not drawn)	1%
O=C(O)C(Cc1c[nH]c2ccccc12)NS(=O)(=O)c1cccc2nsnc12 (stereo not drawn)	15%
O=C(Nc1ccc(Cl)cc1)Nc1nnc(CSCc2ccccc2Cl)s1	4%
COC(=O)C(=NNc1c(C)n(C)n(-c2ccccc2)c1=O)C(=O)OC	9%
Cc1cc(C)cc(NC(=S)/N=C(\N)Nc2nc(C)c3ccccc3n2)c1	1%
COc1cccc(/C=N/NC(=O)CCn2c3ccccc3c3ccccc32)c1	-11%
COc1ccc(CCN2C(=O)c3cccc4c(C(=O)N5CCCCC5)ccc(c34)C2=O)cc1OC	5%
NNc1nccc(Nc2ccccc2C(=O)O)n1	14%
COc1ccc(C(=O)Nc2ccc(C)cc2C(=O)c2ccccc2)cc1	-2%
CCOC(=O)c1cn(CC)c2cc(Cl)c([N+](=O)[O-])cc2c1=O	6%
Cc1nn(-c2ccccc2)c(N)c1Sc1ccc([N+](=O)[O-])cc1	-9%
O=C(c1ccccc1)c1cc([N+](=O)[O-])ccc1N1CCOCC1	22%
O=C(NCCc1ccccc1)C(=O)c1c(-c2ccccc2)cc2ccccn12	14%
COC(=O)c1ccc(NC(c2ccc(Cl)cc2)P(=O)(OC)OC)cc1 (stereo not drawn)	0%
COc1cccc(C2/C(=C(/O)c3ccc(C)cc3)C(=O)C(=O)N2Cc2ccco2)c1 (stereo not drawn)	9%
Cc1ccc(NC(=O)/C(=C/C=C/c2ccccc2)NC(=O)c2ccccc2)cc1	-3%
CC(=O)c1ccc(NC(=S)NNC(=O)c2ccncc2)cc1	5%
CC1CCN(c2nc(/C=C/c3ccccc3)nc3ccccc23)CC1	-7%
Cc1ccccc1C(=O)Nc1c2c(nc3ccccc13)CCCC2	1%
O=C(Oc1coc(CSc2ncccn2)cc1=O)c1ccc(Br)o1	-2%
CCN(CC)c1ccc(C(=O)OCC(=O)Nc2sccc2C#N)cc1	6%

Exported field by field: entries from further up
COc1ccc(CN2C(=O)NC3(CCOc4ccccc43)C2=O)cc1F (stereo not drawn)
  p53ts 39C kill = -1%
COc1ccccc1N1CCN(C(=O)CSc2ncnc3scc(-c4ccccc4)c23)CC1
  p53ts 39C kill = 0%

Given with each value named: part of the list above.
mol: O=c1c2ccccc2nc(SCc2ccc([N+](=O)[O-])cc2)n1-c1ccc(Cl)cc1
  p53ts 39C kill: ?

mol: COc1ccc(N=c2cc(-c3ccc(OC)cc3)oc3ccccc23)cc1
  p53ts 39C kill: -10%
